Screens deposited in PubChem by National Center for Advancing Translational Sciences (NCATS).
PI4K2A inh – inhibitors of human PI4K2A. activity change, negative = inhibition, % at 76.9 µM. purified PI4K2A, ADP-Glo luminescence, 1 h; hits give low values. 0.13% of 420,000 active. AID 1346378; in the data active = activity change below about -50%;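 also: -100% = wells without enzyme as full effect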
Target sequence (Q9BTU6 whole entry, looked up): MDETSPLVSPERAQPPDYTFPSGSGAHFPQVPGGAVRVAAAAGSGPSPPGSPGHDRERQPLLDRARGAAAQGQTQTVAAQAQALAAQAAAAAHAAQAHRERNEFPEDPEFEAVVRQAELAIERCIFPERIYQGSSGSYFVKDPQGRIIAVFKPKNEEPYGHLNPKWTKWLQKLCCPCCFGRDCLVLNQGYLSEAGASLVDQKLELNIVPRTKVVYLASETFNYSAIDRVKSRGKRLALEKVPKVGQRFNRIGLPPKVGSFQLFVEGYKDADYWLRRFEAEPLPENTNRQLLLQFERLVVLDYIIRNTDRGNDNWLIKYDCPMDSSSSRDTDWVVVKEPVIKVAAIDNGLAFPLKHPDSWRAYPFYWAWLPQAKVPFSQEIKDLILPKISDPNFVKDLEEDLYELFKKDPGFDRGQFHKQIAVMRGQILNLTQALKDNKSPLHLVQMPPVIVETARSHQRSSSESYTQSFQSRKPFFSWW
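In this quantitative HTS, ADP production by PI4K2A was quantified luminescently after 1 h at ambient temperature; 100 microM adenosine served as plate-quality control.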
Active calls of the source: *. Some of the compounds tested. The share of hits here may be higher or lower than overall.

SMILES | PI4K2A inh
CCOC(=O)C(Cc1ccccc1)CP(=O)(OC)[C@@H](C)NC(=O)OCc1ccccc1 (stereo partly specified) | 1.7
COC(=O)c1cccc(Cn2ccc3ccc(-c4ccc5ccn(C(=O)C6CCCCC6)c5c4)cc32)c1 | -1.7
COc1ccc(C(=O)C2(C(=O)Nc3cc(C)cc(C)c3)CC(c3ccccc3C(F)(F)F)=NO2)cc1 (stereo unspecified) | -7.9
CC(=O)Nc1c(-c2ccc(C(F)(F)F)cc2)nc2ncccn12 | 1.1
CC(C)CNc1ccc2c(c1)OC[C@H](CC(C)C)NS2(=O)=O | 3.6
O=C(Nc1c(-c2ccccc2)nc2ncccn12)c1ccccc1 | -1.2
CC1(C(=O)NCc2ccccc2)CN(S(C)(=O)=O)CC(=O)N1Cc1cccc(C(F)(F)F)c1 (stereo unspecified) | -1.8
CC1(C(=O)N2CCC(Oc3cccnc3)CC2)CC1 | 0.9
COC(=O)C1=CN(c2ccc(OC)cc2)C(N)=C(C#N)C1c1ccc(OC)cc1 (stereo unspecified) | -4.3
COc1ccc(Cn2c(NC(=O)c3ccccc3)nc(Cc3ccccc3)c2Cc2ccccc2)c(OC)c1 | -2.8
CCOC(=O)[C@]12CCCC=C1N(Cc1ccc(OC)cc1)C(=O)[C@@H]2CC(=O)NCCC(C)C | 3.1
CCCCNC(=O)c1nc(-c2ccccc2)oc1-c1ccc(Cl)cc1 | 2.0
COc1ccccc1CN(C)C(=O)C1CCCN(c2nc3ccccc3o2)C1 (stereo unspecified) | -3.8
Cc1nc2ccc(NC(=O)c3c(Cl)cccc3Cl)cc2c(=O)[nH]1 | -2.9
CC(C(=O)NCc1ccccc1)n1c(-c2ccc3c(c2)CCO3)nc2ccccc21 (stereo unspecified) | -3.0
CC1(C(=O)Nc2ccc3c(c2)OCCO3)CSCC(=O)N1Cc1ccco1 (stereo unspecified) | -1.2
C=CCN1C(=O)[C@H](CC(=O)N2CCN(C(=O)c3ccco3)CC2)[C@@]2(C(=O)OCC)CCCC=C12 | -7.8
CC(C)(C)c1ccc(S(=O)(=O)NCC(=O)N2CCN(c3ncccn3)CC2)cc1 | -3.4
CCCCCNC(=O)C(c1ccncc1)n1c(=O)c(-c2ccccc2)nc2ccccc21 (stereo unspecified) | -2.7
COC(=O)c1sc(N)nc1CCNC(=O)OC(C)(C)C | -4.2
COC(=O)/C=C1\OCc2ccc(C)cc21 | 4.5
C=CCN1C(=O)[C@H](CC(=O)N2CCCC2)[C@@]2(C(=O)OCC)CCCC=C12 | 1.3
CC1(C(=O)NCc2ccccc2)CN(S(C)(=O)=O)CC(=O)N1CCc1c[nH]c2ccccc12 (stereo unspecified) | 1.8
COc1ccc(C(=O)OCCN2CCN(C3CN(Cc4cn(Cc5ccccc5F)nn4)S(=O)(=O)C3)CC2)cc1OC (stereo unspecified) | -6.1
COC(=O)[C@H](C)NC(=O)C(Cc1ccc2c(c1)OCO2)NC(C)=O (stereo partly specified) | 0.0
O=C(c1ccccc1)n1ccc2ccc(-c3ccc4ccn(C(=O)c5ccccc5)c4c3)cc21 | 5.1
CC(=O)c1ccc(C2CC(OCCF)=CC(=O)O2)cc1 (stereo unspecified) | 0.7
COc1ccc(CN(C)CC#Cc2ccccc2)c(OC)c1 | 1.5
Cc1ccc(-n2c(SCC(=O)Nc3ccc4c(c3)OCCO4)nnc2-c2ccccn2)cc1 | 1.9
O=C(Nc1ccc(F)cc1)Nc1c(-c2ccccc2)nc2ncccn12 | -4.0
O=C(c1cc(O)c(O)c(O)c1)c1ccc(O)c(O)c1O | -8.0
Cc1ccc(-c2cc(C(=O)NN=Cc3ccc(-c4ccccc4)cc3)[nH]n2)cc1C | -0.9
CCCC(=O)OC12CCCN(C1)/C(=C/c1cccc(Cl)c1)C2 (stereo unspecified) | 1.8
Cn1cc([C@]2(O)C(=O)Nc3cccc(Cl)c32)c2ccccc21 | -1.2
CCOC(=O)N1CCN(C(=O)C[C@@H]2C(=O)N3CCCC4=C3[C@@]2(C(=O)OCC)CCC4)CC1 | -3.9
CCOC(=O)N1CCN(C(=O)C[C@@H]2C[C@@]3(C(=O)OCC)CCCC=C3N(Cc3ccccc3)C2=O)CC1 | -4.7
COC(=O)[C@]12C[C@H](CC(=O)NCc3ccc(C)o3)C(=O)N(Cc3cccc4ccccc34)C1=C[C@H](C1CCCC1)O[C@@H]2C | 2.8
CN(CCCOC(=O)c1cc2ccccc2o1)C1CN(Cc2cn(Cc3ccccc3Cl)nn2)S(=O)(=O)C1 (stereo unspecified) | -3.6
COC(=O)[C@]12C[C@H](CC(=O)NCc3ccc(C)o3)C(=O)N(Cc3ccc(Cl)cc3Cl)C1=C[C@H](C(C)C)O[C@@H]2C1CC1 | -0.2
Cc1cccc(NC(=O)C2CCN(c3ncccn3)CC2)c1C | -7.0
CC(=O)N1CCCN(C2=Nc3ccccc3Sc3ccccc32)CC1 | 27.6
COC(=O)C[C@@H]1C=C[C@@H](NC(=O)NC2CCCC2)[C@@H](CO)O1 | -4.5
COC(=O)[C@H]1C[C@@]2(N3CCCCC3)c3ccccc3N(C(=O)OC(C)(C)C)[C@H]2N1C(=O)OC(C)(C)C | -2.5
Cc1ccc(N2CCN(C(=O)C(=O)c3cccc(Br)c3)CC2)cc1 | 0.8
O=C(c1ccccc1OCc1ccccc1)N(Cc1ccccn1)CC1CCCO1 (stereo unspecified) | -7.4
COc1ccc(Cn2cc(COC(=O)N3CCCC3)nn2)cc1 | 0.3
CNC(=S)N/N=C/c1c(C(=O)OC)cnn1-c1ccc(Cl)cc1 | -28.7
Cc1ccc(-c2cc(C#N)c3n(c2=O)CCC3)cc1 | 0.1
Cc1ccc(NC(=O)[C@@H]2CC(=O)O[C@@H]2c2ccccc2)c(C)c1 | 1.3
COC(=O)[C@@]12CCCCC3=C1N(CCC3)C(=O)[C@H]2CC(=O)N1CCCC1 | -15.9
Cc1ccc(C)c(N2CCN(C(C(=O)NC3CCCC3)C(C)C)CC2)c1 (stereo unspecified) | -5.1
COC(=O)[C@@]1(C(C)C)N=C(c2cc(OC)c(OC)c(OC)c2)[C@]2(O1)C(=O)N(Cc1cn(-c3ccccc3)nn1)c1cccc(Cl)c12 | -4.8
O=C(c1ccc(F)c(F)c1)N1CCC(Oc2cccnc2)CC1 | -2.7
O=c1[nH]c2ccccc2c(=O)n1CCCl | -4.6
O=S(=O)(c1ccc(CN2CCOCCOCCN(Cc3ccc(S(=O)(=O)C(F)(F)F)cc3)CCOCC2)cc1)C(F)(F)F | 3.3
COc1ccc(CN(CCN2CCOCC2)C(=O)c2cc(F)cc(F)c2)cc1OC | 2.9
Cc1ccccc1CN1C(=O)CN(S(C)(=O)=O)CC1(C)C(=O)NCc1ccccc1 (stereo unspecified) | 3.0
CCOC(=O)[C@@]12CCCC3=C1N(CCC3)C(=O)[C@H]2CC(=O)NCc1cccc2ccccc12 | -5.5
COCC(=O)N(C[C@H]1[C@H](c2ccccc2)[C@@H](CO)N1C(=O)NC(C)C)C(C)C | 2.8
Cc1ccc(-c2c(N)nc3ncccn23)cc1 | 8.8

Some of the entries above, set out differently:
SMILES	PI4K2A inh
COc1ccc(Cn2cc(COC(=O)N3CCCC3)nn2)cc1	0.3
CNC(=S)N/N=C/c1c(C(=O)OC)cnn1-c1ccc(Cl)cc1	-28.7
Cc1ccc(-c2cc(C#N)c3n(c2=O)CCC3)cc1	0.1
Cc1ccc(NC(=O)[C@@H]2CC(=O)O[C@@H]2c2ccccc2)c(C)c1	1.3
COC(=O)[C@@]12CCCCC3=C1N(CCC3)C(=O)[C@H]2CC(=O)N1CCCC1	-15.9
Cc1ccc(C)c(N2CCN(C(C(=O)NC3CCCC3)C(C)C)CC2)c1 (stereo unspecified)	-5.1

Next part.
SMILES | PI4K2A inh
C=CCN1[C@H](C#N)[C@@H](c2ccc(C#Cc3cccnc3)cc2)[C@H]1CO | -18.4
O=C(CSc1nc2ccccc2nc1N1CCCC1)N1CCN(c2cccc(C(F)(F)F)c2)CC1 | -5.6
CC(C)(C)c1ccc(C(=O)Nc2cc(Cl)ccc2C(=O)O)cc1 | 4.9
CCOC(=O)CC[C@@]1(C(=O)OCC)C[C@@H](CC(=O)NCc2ccc(C)o2)C(=O)N2CCCC=C21 | -0.2
COc1ccc(C(=O)C2(C(=O)NCc3ccccc3)CC(c3ccccn3)=NO2)cc1 (stereo unspecified) | -0.7
COC(=O)[C@@]12CCCCC3=C1N(CCC3)C(=O)[C@H]2CC(=O)N1CCC(c2ccccc2)CC1 | -7.7
COc1ccc(C2C(C(=O)Nc3c(C)cccc3C)CCC(=O)N2c2ccc(OC)cc2)cc1 (stereo unspecified) | -6.6
COc1ccc(S[C@]2(C(=O)N3CCN(c4ncccn4)CC3)CC(=O)N(C(=O)Nc3ccc(C)c(Cl)c3)[C@@H]2c2ccc(OC)cc2)cc1 | -4.8
CC(=O)N1c2ccccc2C(C)=NCC1C(=O)NC1CCCCC1 (stereo unspecified) | 2.0
CC(c1nc2ccccc2[nH]1)n1c(=O)c(-c2ccco2)nc2ccccc21 (stereo unspecified) | 1.7
CCCC(=O)OCOC(=O)C1=C(C)NC(C)=C(C(=O)OC)C1c1cccc(Cl)c1Cl (stereo unspecified) | -0.6
O=S1(=O)c2c(NCc3ccco3)cccc2Oc2ccccc2CN1Cc1cn(Cc2cccc(F)c2)nn1 | -3.4
COc1cccc(NC(=O)n2ccc3ccc(-c4ccc5cc[nH]c5c4)cc32)c1 | 1.5
Cc1cccc(C)c1NC(=O)C(c1ccccc1)n1c(=O)c(-c2ccco2)nc2ccccc21 (stereo unspecified) | -14.4
CCOC(=O)[C@]12CCCC3=C1N(CCC3)C(=O)[C@@H](CC(=O)N1CCN(C(=O)C3CC3)CC1)C2 | -1.5
COC(=O)[C@@]12C[C@@H](CC(=O)N3CCC(c4ccccc4)CC3)C(=O)N(Cc3ccco3)C1=CCC(C)(C)C2 | 0.4
Nn1c(SCC(=O)Nc2ccc(Br)cn2)nnc1-c1n[nH]c2c1CCC2 | -1.9
Nc1[nH]c(C(=O)c2ccccc2)c(-c2ccc(Br)cc2)c1C(=O)N1CCN(CCO)CC1 | -4.4
COc1ccc(CN2C(=O)CSCC2(C)C(=O)Nc2ccc3c(c2)OCCO3)cc1 (stereo unspecified) | 4.7
COc1cc2c(cc1NC(=O)CSc1nnc(-c3ccccc3C)n1Cc1ccco1)oc1ccccc12 | -8.3
COc1ccc(OC)c(C(=O)CSc2nnc(SCc3cccc4ccccc34)s2)c1 | -4.4
C=CCN1[C@H](C)COc2cc(N3CCSCC3)ccc2S1(=O)=O | 0.8
O=C(CSc1nc2c(c(=O)[nH]1)CCCC2)N1CCCCC1 | -0.5
COC1=C[C@H](C(=O)N[C@H]2CCCC[C@@H]2NC(C)=O)[C@@]2(C)Cc3ccccc3[C@H]2CC1=O | -3.0
Cc1cccc(C)c1NC(=O)C(c1cc2ccccc2o1)N1CCN(C)CC1 (stereo unspecified) | -4.2
O=C(CSc1nnc(-c2cccs2)o1)c1ccc(F)cc1 | 5.6
Cc1ccc(OCc2nn3c(C4CCCCC4)nnc3s2)cc1 | 3.1
O=C(NCc1ccccc1)OC1CCC12CCC(c1ccccc1)CC2 (stereo unspecified) | -3.8
C=CCn1c(COc2ccc(Cl)cc2)nnc1SCC(=O)c1ccc(-c2ccccc2)cc1 | 5.1
COP(=O)(CC(=O)C(Cc1ccccc1)NC(=O)OC(C)(C)C)OC (stereo unspecified) | 1.5

Some of these compounds in order of formula weight, ascending:
SMILES | PI4K2A inh
C=CCN1[C@H](C#N)[C@@H](c2ccc(C#Cc3cccnc3)cc2)[C@H]1CO | -18.4
CCOC(=O)[C@@]12CCCC3=C1N(CCC3)C(=O)[C@H]2CC(=O)NCc1cccc2ccccc12 | -5.5
COc1ccc(Cn2c(NC(=O)c3ccccc3)nc(Cc3ccccc3)c2Cc2ccccc2)c(OC)c1 | -2.8

More records
SMILES | PI4K2A inh
Cc1ccc(C(=O)NC2CCCCN(Cc3ccccc3C)C2=O)cc1 (stereo unspecified) | 2.2
O=C(NCCc1c[nH]c2ccccc12)OCc1cn(-c2ccc(F)cc2)nn1 | 1.7
COC(=O)[C@@]12C[C@@H](CC(=O)NCc3ccc(C)o3)C(=O)N(Cc3ccc4c(c3)OCO4)C1=CCC(C)(C)C2 | -2.1
COc1ccccc1NC(=O)OCCN1CCCC12CCC(c1ccccc1)CC2 (stereo unspecified) | 2.6
O=C(NC1CCCC1)C(c1ccco1)N1CCC(O)(c2ccc(Cl)cc2)CC1 (stereo unspecified) | -1.0
O=C(NCc1ccccc1)OC1CC2CC1[C@H]1CCCCN1C2 (stereo partly specified) | -5.9
COc1ccc(S[C@]2(C(=O)N3CCN(c4ncccn4)CC3)CC(=O)N(S(=O)(=O)c3ccc(F)cc3)[C@@H]2c2ccc(OC)cc2)cc1 | 3.3
CCOC(=O)CC[C@@]1(C(=O)OCC)C[C@@H](CC(=O)NCCCOC)C(=O)N2CCCC=C21 | -1.3
O=C(NC1CCCCN(Cc2cccc(Cl)c2)C1=O)c1cccc(F)c1 (stereo unspecified) | 1.2
O=C(NCc1ccc(C(=O)NC2CCCC2)cc1)c1cccc(Br)c1 | -3.5
CCc1c(-c2ccc(F)cc2)ncn1Cc1cccc(-c2ccccc2)c1 | -4.0
CN(CCO)c1ccc2c(c1)Oc1ccccc1CN(Cc1cn(Cc3cccc(C(F)(F)F)c3)nn1)S2(=O)=O | 6.4
COc1ccc2c(c1)CCCN2C(=O)C1CCCN(S(=O)(=O)c2ccc(C(C)(C)C)cc2)C1 (stereo unspecified) | -5.9
COc1ccc(NC(=O)c2cc(-c3sc(NC(=O)c4ccccc4)nc3C)n(CCO)n2)cc1 | 1.3
CCCCCc1ccc(-c2n[nH]c(=O)c3ccccc23)cc1 | -2.6
CC1(C(=O)NCc2ccccc2)CN(S(C)(=O)=O)CC(=O)N1Cc1ccc2c(c1)OCO2 (stereo unspecified) | -0.8
